# Polio RdRp inh – inhibitors of poliovirus RNA polymerase binding and polymerization | AID 588519 | poliovirus polymerase elongation, fluorescence polarization; stronger effect = lower value | % elongation, % (compound at 16.7 µg/mL) | 0.66% of 150,000 active | P03300; in the data active = % elongation below about 90%; also: some results filed as inactive read as strong as hits
# Target sequence (P03300 1749-2209 limits assumed): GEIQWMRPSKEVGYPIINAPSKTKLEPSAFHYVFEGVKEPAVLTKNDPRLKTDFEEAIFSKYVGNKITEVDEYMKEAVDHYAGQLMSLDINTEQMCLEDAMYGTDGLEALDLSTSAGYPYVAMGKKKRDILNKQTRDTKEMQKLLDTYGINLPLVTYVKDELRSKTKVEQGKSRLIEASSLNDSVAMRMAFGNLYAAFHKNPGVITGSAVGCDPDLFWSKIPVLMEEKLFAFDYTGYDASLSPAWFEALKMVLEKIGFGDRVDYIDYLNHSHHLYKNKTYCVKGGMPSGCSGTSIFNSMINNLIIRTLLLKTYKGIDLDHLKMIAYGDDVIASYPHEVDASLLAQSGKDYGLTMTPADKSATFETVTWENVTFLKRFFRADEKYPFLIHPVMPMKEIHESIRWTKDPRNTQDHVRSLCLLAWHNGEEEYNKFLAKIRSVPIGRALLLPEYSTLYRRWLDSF
# Polio RdRp inh FP z-score – second read-out of Polio RdRp inh, no call of its own (marks repeat the call); z-score; measured here: FP z-score; hits read low
# Active calls of the source: *. Some of the compounds tested; rates above refer to the full screens.
cpd	Molecule	Polio RdRp inh	Polio RdRp inh FP z-score
1	Cc1oc(-c2ccccc2)nc1C(=O)OCC(=O)Nc1ccnn1C(C)C	107.0	0.6
2	CCOC(=O)c1noc2ncn(CC(=O)Nc3cccc(Cl)c3)c(=O)c12	98.0	-2
3	NC(=S)c1ncc(C(F)(F)F)cc1N1CCCC1	102.0	-0.2
4	COc1ccc(NC(=O)COC(=O)C2CC3C=CC2C3)cc1 (centres undefined)	101.0	-0.3
5	Cc1nn(-c2ccccc2)c2sc(C(=O)NN3C(=O)c4ccccc4C3=O)cc12	100.0	-0.4
6	Cc1ccc(-c2cccc(NC(=O)C3C4C=CC(C4)C3C(=O)O)c2)o1 (centres undefined)	101.0	0
7	Cn1cc(C(c2ccccc2)c2ccc(Cl)s2)c2ccccc21 (centres undefined)	105.0	0
8	Cc1ccc(S(=O)(=O)N2CC=C(C(=O)NCc3ccccc3)CC2)cc1	97.0	-1.1
9	CCN(C(=O)CSc1nc2ccccc2n1CC(=O)N1CCCC(C)C1)c1ccccc1 (centres undefined)	101.0	-0.8
10	Cc1cc(C)c(C#N)c(SCC(=O)NCC2CCCCC2)n1	104.0	0.8
11	CC(C)CC(=O)Nc1cccc(-c2nc3ccccc3[nH]2)c1	103.0	0
12	CC1CCCC(C)N1CCNc1nc2ccccc2c2nc(-c3ccccc3)nn12 (centres undefined)	103.0	0.6
13	CCn1c(C(=O)N2CCCC(C(=O)N3CCN(c4ccccc4)CC3)C2)cc2sccc21 (centres undefined)	103.0	-1
14	Cc1ccc(CS(=O)Cc2ccc(C(=O)N3CCN(Cc4ccccc4)CC3)o2)cc1 (centres undefined)	102.0	0.4
15	COc1ccc(NC(=O)N2CCN(c3cc(-c4noc(C)n4)ccc3C)CC2)c(OC)c1	107.0	0
16	COc1cccc(C(c2cc3c(cc2O)OCO3)N2CCCC2)c1O (centres undefined)	107.0	0.2
17	O=C1CC(c2ccc(Br)cc2)c2c(c3ccccc3oc2=O)O1 (centres undefined)	101.0	-0.3
18	Cc1cccc2sc(N(Cc3cccnc3)C(=O)c3cccs3)nc12	105.0	-0.4
19	Cc1ccc(NC(=O)Cn2cc(C(=O)C3CCCCC3)c3ccccc32)c(C)c1	106.0	0.2
20	CCOc1ccc2[nH]c(=O)c(CN(Cc3cccnc3)S(=O)(=O)c3ccccc3)cc2c1	104.0	0.7
21	COc1ccc(OC)c(/C=N/N2C(=O)C3C(C2=O)C2C=CC3C23CC3)c1 (centres undefined)	104.0	0.3
22	NC(Cc1ccccc1)C(=O)O (centres undefined)	102.0	-0.1
23	COc1ccc(Nc2cc(C)c3cc(NC(=O)COc4cccc(C)c4)ccc3n2)cc1	109.0	0.7
24	Cc1ccc(NCC(=O)N=Nc2c(O)[nH]c3ccccc23)cc1	106.0	1.2
25	CCc1nn2c(=O)cc(COC(=O)c3ccco3)nc2s1	99.0	-1.4
26	NC(=S)N/N=C/c1ccco1	113.0	2.5
27	Cc1ccc(NC(=O)COC(=O)c2nc(Cl)ccc2Cl)cc1	101.0	-0.4
28	CC1=NOC(=O)/C1=C/c1ccc(O)cc1	99.0	-0.6
29	COCCn1c(-c2cc3ccccc3o2)csc1=Nc1ccc(OC(F)F)cc1	105.0	0.4
30	Cc1ccc(Cl)cc1N1CCN(C(=O)Cc2c(C(=O)O)c(C)cn2C)CC1	107.0	0.1
31	NNc1nc(NN)nc(Nc2cccc(C(F)(F)F)c2)n1	101.0	-0.5
32	COCc1cc(C)n(CC(=O)Nc2ccc(NC(C)=O)cc2)c(=O)c1C#N	103.0	-0.2
33	NNC(=O)C(O)c1ccc(Cl)cc1 (centres undefined)	99.0	-0.3
34	COc1cccc2cc(-c3nc4ccccc4[nH]3)c(=N)oc12	97.0	-1.1
35	O=C(C1CC1)N1N=C(c2ccc(Cl)cc2)CC1(O)C(F)(F)F (centres undefined)	101.0	-0.2
36	CCOC(=O)C1CCN(c2c(C(=O)c3ccc(OC)cc3)cnc3ccccc23)CC1	104.0	-0.2
37	Cc1cc(C)nc(-n2nc(C)cc2NC(=O)CNC2CCCCC2)n1	102.0	-0.6
38	COc1ccccc1-c1nn(CCC(=O)NC2CCCC2)c2nc(C)cc(C)c12	102.0	-0.6
39	Nc1nc(=Nc2ccccc2)n2c(n1)sc1ccccc12	109.0	0.9
40	CCOC(=O)N1CCC(N(CCOC)C(=S)Nc2ccc(C)cc2C)CC1	104.0	1.2
41	O=C(Cn1nnc2ccccc21)C1CC1	109.0	0.6
42	Cc1ccc(CNC(=O)CSc2nc3ccsc3c(=O)n2C2CC2)cc1	104.0	1.1
43	CC1CC(C)CN(C(=O)c2ccc(N3CCCC3=O)cc2)C1 (centres undefined)	102.0	0.5
44	Cc1ccnc(NC(=O)Cc2ccc(F)cc2)n1	101.0	-0.2
45	COc1cccc(CNCc2cccn2-c2nnc(N3CCN(c4ccccc4)CC3)s2)c1	108.0	0.5
46	CN(c1ccc(OCC(=O)N2CCOCC2)cc1)S(=O)(=O)c1cccs1	102.0	0.1
47	Cc1ccc(N(CC(=O)NCCc2ccccc2C)S(=O)(=O)N(C)C)cc1	103.0	-0.4
48	O=C(CN1N=C(c2ccc(Cl)cc2)CCC1=O)NCCc1ccccc1	111.0	0.1
49	COc1ccc2nc(N3CCN(C(=O)CS(=O)(=O)c4ccc(C)cc4)CC3)sc2c1	102.0	-1.2
50	CCN(C(=O)CSc1ccc(S(=O)(=O)N(C)C)cn1)C1=CCCC1	101.0	-0.1

# Next section
cpd	Molecule	Polio RdRp inh	Polio RdRp inh FP z-score
51	CN=c1sc2ccccc2n1CC(O)c1ccccc1 (centres undefined)	105.0	1
52	Cc1onc(-c2ccccc2)c1NC(=O)N1CCN(C2c3ccccc3-c3ccccc32)CC1	104.0	0.4
53	O=S(=O)(NCCNc1ncnc2scc(-c3ccccc3)c12)c1ccc(Cl)cc1	107.0	0.3
54	CN1C2CCC1CC(NC1CC3CCC(C1)N3C)C2 (centres undefined)	101.0	-0.1
55	O=C(CSc1nnc(-c2ccc(F)cc2)o1)N1CCCc2ccccc21	106.0	0
56	CC(C)Cn1c(=O)c2ccccc2n2c(-c3cc(Cl)ccc3O)nnc12	100.0	-0.9
57	CSc1cccc(NS(=O)(=O)c2cn(C)c(C)n2)c1	106.0	0.1
58	O=C(c1cc(F)cc2c1OCOC2)N1CCN(C(c2ccccc2)c2ccccc2)CC1	99.0	-1.2
59	O=C(CSc1nn2cnnc2s1)N(C1CCCCC1)C1CCCCC1	102.0	0.2
60	CCc1ccc(N2C(=O)CN(S(=O)(=O)CC)CC2(C)C(=O)NC2CCCCC2)cc1 (centres undefined)	100.0	-1.3
61	CC(=O)OC1CC(C)(C)N(OC(=O)c2ccc(-n3cnnn3)cc2)C(C)(C)C1	96.0	-1.5
62	CSc1ccc(C2Nc3ccccc3C(=O)N2c2ccc(C)cc2)cc1 (centres undefined)	104.0	0.7
63	CCC(CC)C(=O)Nc1ccc(-c2cn3cccnc3n2)cc1	106.0	0.1
64	COc1ccc(C2=C(Nc3ccc(C)c(C)c3)c3ccccc3C2=O)cc1	104.0	-0.2
65	CCOC(=O)C1CCN(c2ncnc3nc[nH]c23)CC1	100.0	-0.3
66	CCOC(=O)C1CCCN(C(=O)CN2C(=O)/C(=C/c3ccc(OC)cc3)Oc3ccccc32)C1 (centres undefined)	101.0	0
67	Cc1ccc2c(c1)N(CCC(=O)N1CCC3(CC1)OCCO3)C(=O)CO2	101.0	-0.1
68	CCOc1ccc(N(C)C(=O)CS(=O)(=O)c2cccc3nsnc23)cc1	113.0	1.3
69	O=c1c2ccccc2n(Cc2c(F)cccc2Cl)c(=O)n1Cc1ccccc1	104.0	-0.3
70	COc1cc(C(=O)Nc2ccc3oc(-c4ccccc4)nc3c2)cc(OC)c1OC	106.0	0.5
71	O=C1CCSc2ccc(S(=O)(=O)Nc3ccc(Cl)c(C(F)(F)F)c3)cc2N1	115.0	1.5
72	CCOc1ccc(CC(=O)Nc2cccc(-c3ccc(N4CCOCC4)nn3)c2)cc1	101.0	0.1
73	Cc1ccc(Sc2c(C)nn(C(=O)c3ccc(Cl)cc3)c2C)cc1	104.0	-0.4
74	CC(SCc1ccccc1)C(=O)NN=C1CCN(C)CC1 (centres undefined)	99.0	-0.2
75	Cn1nnc2c(NCC(=O)C(C)(C)C)nc(Cc3ccc(Cl)cc3Cl)nc21	102.0	-0.2
76	Cc1cc(C)n(Cc2c(F)cccc2Cl)c(=O)n1	100.0	-1
77	Cc1c(Cl)cccc1NC(=O)COCc1cc(-c2ccc3c(c2)OCO3)on1	107.0	-0.1
78	O=C(Cn1cnc2c(nc3n2CCCCC3)c1=O)Nc1ccc(F)c(Cl)c1	94.0	-2.7
79	NC(=O)C1CCN(c2ncnc3onc(-c4ccc(F)cc4)c23)CC1	104.0	0.4
80	O=C(/C=C/c1ccccc1)OCC(=O)c1cc2ccccc2o1	108.0	2.9
81	O=C(CNc1ccc(Cl)c(C(F)(F)F)c1)Nc1ccc(N2CCOCC2)cc1	102.0	-0.2
82	O=C1CSC2(CCCCC2)N1Nc1ccccc1	105.0	0.3
83	O=C1Nc2ccccc2C1(O)c1c[nH]c2ccccc12 (centres undefined)	104.0	0.7
84	c1ccc(-c2nnc(N3CCc4ccccc43)nc2-c2ccccc2)cc1	99.0	-0.8
85	Cc1ccc2c(Cl)cc(Cl)c(OCC(=O)OCC(=O)Nc3ccc4c(c3)OCO4)c2n1	103.0	0.1
86	N#Cc1ccccc1OC(=O)CCN1C(=O)c2ccccc2C1=O	98.0	-0.6
87	Cc1ccc(-c2nc3sccn3c2Nc2ccccc2C)cc1	107.0	0.2
88	Cc1cc(C)c(NC(=O)CN2c3ccccc3S(=O)(=O)c3ccccc32)c(C)c1	105.0	-0.2
89	CCCNCc1nc(-c2ccc(Cl)cc2)no1	98.0	-0.3
90	CCn1c(=O)cc(C(=O)OC)sc1=Nc1ccc(F)cc1	100.0	0.1
91	Cc1ccc(N=P(N(C)C)(N(C)C)C(C)(C)C)c(C)c1	104.0	0.3
92	COc1ccc2cc3cc(C(=O)NCCN4CCN(Cc5ccccc5)CC4)oc3nc2c1	99.0	-0.4
93	O=C(O)COc1ccc(C(=O)c2ccccc2)cc1	97.0	-1.4
94	Cc1c(Cl)cccc1NS(=O)(=O)c1cc2c3c(c1)C(C)C(=O)N3CCC2 (centres undefined)	101.0	-0.6
95	C/C(=N\N1C(C)CCCC1C)c1ccco1 (centres undefined)	109.0	0.5
96	CCn1nc(NC(=O)c2ccco2)c2cc3ccc(C)cc3nc21	99.0	-1.2
97	O=C(O)CCCN1C(=O)CSC1=S	101.0	-0.1
98	COc1ccc(O)c(C(=O)c2cnc3c(c2)c(=O)[nH]c(=O)n3C)c1	101.0	-0.2
99	CC1CCN(CC(=O)Nc2ccccc2Br)CC1	100.0	0
100	COC(=O)c1cc(OC)c(OC)cc1NC(=O)Nc1ccccc1OC	100.0	0.3

# Among those listed so far, these contain an NH in an aromatic ring.
cpd	Molecule	Polio RdRp inh	Polio RdRp inh FP z-score
11	CC(C)CC(=O)Nc1cccc(-c2nc3ccccc3[nH]2)c1	103.0	0
20	CCOc1ccc2[nH]c(=O)c(CN(Cc3cccnc3)S(=O)(=O)c3ccccc3)cc2c1	104.0	0.7
24	Cc1ccc(NCC(=O)N=Nc2c(O)[nH]c3ccccc23)cc1	106.0	1.2
34	COc1cccc2cc(-c3nc4ccccc4[nH]3)c(=N)oc12	97.0	-1.1
65	CCOC(=O)C1CCN(c2ncnc3nc[nH]c23)CC1	100.0	-0.3
83	O=C1Nc2ccccc2C1(O)c1c[nH]c2ccccc12 (centres undefined)	104.0	0.7
98	COc1ccc(O)c(C(=O)c2cnc3c(c2)c(=O)[nH]c(=O)n3C)c1	101.0	-0.2

# Later entries
cpd	Molecule	Polio RdRp inh	Polio RdRp inh FP z-score
101	Cc1ccc2c(CC(=O)Nc3c(C(=O)c4ccc(F)cc4)oc4ccccc34)coc2c1	116.0	0.1
102	N#CCSc1nc(N2CCOCC2)nc(N2CCOCC2)n1	100.0	-0.4
103	Cc1ccc(CNC(=O)C(=O)NCC(c2cccs2)S(=O)(=O)c2ccccc2)cc1 (centres undefined)	101.0	-0.2
104	Cc1cccc(Cn2ccn(Cc3ccc(Cl)cc3)c(=O)c2=O)c1	116.0	1.8
105	CCOC(=O)C1CCN(C(c2cccc(F)c2)c2c(O)cc(C)n(CCOC)c2=O)CC1 (centres undefined)	113.0	1
106	CC(Sc1ncc(S(=O)(=O)c2ccc(C(C)C)cc2)c(N)n1)C(=O)Nc1ccccc1 (centres undefined)	110.0	0.9
107	CC(=O)c1c(C)n(-c2ccc(C)cc2)c2ccc(OC(=O)COc3ccccc3)cc12	105.0	0.1
108	COc1cc(C2NC(=O)NC(C)=C2C(=O)NCc2ccccc2)ccc1OCC(N)=O (centres undefined)	101.0	-0.5
109	Cc1nc(C)c(C(=O)NC2CCSc3ccccc32)s1 (centres undefined)	104.0	0
110	CC1CC(C)CN(C(=O)c2ccc3c(c2)OCO3)C1 (centres undefined)	107.0	0.6
111	CCOC(=O)c1ccc(CSc2nncn2N)o1	104.0	0.5
112	CCOC(=O)c1ccc(NC(=O)c2c(-c3c(F)cccc3Cl)noc2C)cc1	115.0	0.7
113	CCOC(=O)CC1=Nn2c(nnc2-c2ccc(OC)cc2)SC1	100.0	-0.1
114	CCSc1nc2sc3c(c2c(=O)n1-c1ccc(C)c(Cl)c1)CCN(C(C)=O)C3	105.0	0
115	COc1ccc(-c2nc3ccccc3s2)cc1NC(=O)c1ccc(F)cc1	102.0	-0.8
116	CCn1c(C(=O)N2CCC(C(=O)N3CCC(Cc4ccccc4)CC3)CC2)cc2sccc21	101.0	-0.5
117	CN(Cc1nc2ccccc2n1C)C(=O)c1ccco1	103.0	0.3
118	Cc1ccc(C2=Nc3ccccc3N=C(c3ccc(F)cc3)C2)c(O)c1	109.0	0.5
119	Ic1cccc(-c2nnc(-c3ccccc3)o2)c1	102.0	-0.2
120	CCOC(=O)c1sc(N)c(C(=O)OCC)c1CSc1nncs1	104.0	0
121	C=CCn1c(SCC(=O)Nc2ccc(C)cc2)nnc1C1CC1	103.0	0.3
122	CC1CCCN(C(=O)COC(=O)/C=C/c2ccccc2Cl)C1 (centres undefined)	104.0	1.2

# Source: PubChem (ICCB-Longwood Screening Facility, Harvard Medical School)
